Source: PubChem
CCT chaperon mod: cytosolic chaperonin activity modulation; activity change, % (test concentration not listed), hits read low; 0.3% of 360,000 active; purified chaperonin ATPase assay, HTRF ADP detection, 30 min; AID 651819; in the data active = activity change below about -30%; note: % is set by controls: 0 for no effect and ±100 for the full control effect
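We incubate TRiC, 40 or 20 nM final, with library compounds at 76 uM and 10 uM ATP for 30 min at 37 °C. ADP formed is detected with Transcreener HTRF reagents after 30 min at room temperature.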
Nrf2 ARE act: activators of Nrf2 (ARE) signaling; AREc32 ARE-luciferase reporter (MCF7-derived line), luminescence, 24 h; 0.31% of 410,000 active; Potency, µM (series often up to 46.1 µM), for the others: at the highest dose activation, most hits filed as activators; note: potency is the fitted concentration of half-maximal effect; % of control where 0% means no effect; nearly all actives have a fitted effect of over 65% in size
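ARE activation measured as luciferase luminescence (Steady-Glo, 30 min RT) in AREc32_Fluc cells after 24 hr compound exposure at 37 deg C, 5% CO2; cells seeded overnight at 1000/well in OPTI-MEM, 5% FBS.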
pAkt inh: blocks phosphorylation of Akt | Neuro2A IGF-stimulated pAkt S473 HTRF, 20 min; stronger effect = lower value | activity change, % for hits at 50 µM | 0.32% of 360,000 active | AID 651550; in the data active = activity change below about -80%; inconclusive = mostly about -51% to -80%; note: % is set by controls: 0 for no effect and ±100 for the full control effect
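Neuro2A cells in DMEM with 0.5% FBS, overnight at 37 deg C, given compound at single 50 µM final, then IGF (6 nM final) for 20 min at 37 deg C. Lysed; phospho-Akt Ser473 by HTRF after 24 h, 665/615 ratio.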
Mm-Cpn inhibitor: blocks the Methanococcus maripaludis chaperonin Mm-Cpn; purified Mm-Cpn ATPase, ADP Transcreener TR-FRET; Potency, µM (highest dose often 76.9 µM), for inactives: at the highest dose activity, negative = inhibition, actives largely listed as inhibitors; 0.031% of 330,000 active; AID 504842; note: potency is the fitted concentration of half-maximal effect; % is set by controls: 0 for no effect and ±100 for the full control effect; nearly all actives have a fitted effect of over 80% in size
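Purified archaeal chaperonin (25 nM final) was preincubated with compound for 10 min at 37°C, then ATP (10 uM final) was added for 30 min at 37°C in Tris pH 7.4/KCl/MgCl2/DTT buffer. ADP was quantified by HTRF Transcreener TR-FRET.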
EPAC2 agonist: EPAC2 (human) agonism; 0.079% of 360,000 active; EPAC2 activation, biochemical qHTS; response scale: 100% = 6.5 mM cAMP response; Q8WZA2; Potency, µM (doses to about 154 µM), inactives show at the highest dose activation, hits mostly activators; AID 720711; note: potency is the fitted concentration of half-maximal effect; nearly all actives have a fitted effect of over 50% in size
Target sequence (Q8WZA2 whole entry, looked up): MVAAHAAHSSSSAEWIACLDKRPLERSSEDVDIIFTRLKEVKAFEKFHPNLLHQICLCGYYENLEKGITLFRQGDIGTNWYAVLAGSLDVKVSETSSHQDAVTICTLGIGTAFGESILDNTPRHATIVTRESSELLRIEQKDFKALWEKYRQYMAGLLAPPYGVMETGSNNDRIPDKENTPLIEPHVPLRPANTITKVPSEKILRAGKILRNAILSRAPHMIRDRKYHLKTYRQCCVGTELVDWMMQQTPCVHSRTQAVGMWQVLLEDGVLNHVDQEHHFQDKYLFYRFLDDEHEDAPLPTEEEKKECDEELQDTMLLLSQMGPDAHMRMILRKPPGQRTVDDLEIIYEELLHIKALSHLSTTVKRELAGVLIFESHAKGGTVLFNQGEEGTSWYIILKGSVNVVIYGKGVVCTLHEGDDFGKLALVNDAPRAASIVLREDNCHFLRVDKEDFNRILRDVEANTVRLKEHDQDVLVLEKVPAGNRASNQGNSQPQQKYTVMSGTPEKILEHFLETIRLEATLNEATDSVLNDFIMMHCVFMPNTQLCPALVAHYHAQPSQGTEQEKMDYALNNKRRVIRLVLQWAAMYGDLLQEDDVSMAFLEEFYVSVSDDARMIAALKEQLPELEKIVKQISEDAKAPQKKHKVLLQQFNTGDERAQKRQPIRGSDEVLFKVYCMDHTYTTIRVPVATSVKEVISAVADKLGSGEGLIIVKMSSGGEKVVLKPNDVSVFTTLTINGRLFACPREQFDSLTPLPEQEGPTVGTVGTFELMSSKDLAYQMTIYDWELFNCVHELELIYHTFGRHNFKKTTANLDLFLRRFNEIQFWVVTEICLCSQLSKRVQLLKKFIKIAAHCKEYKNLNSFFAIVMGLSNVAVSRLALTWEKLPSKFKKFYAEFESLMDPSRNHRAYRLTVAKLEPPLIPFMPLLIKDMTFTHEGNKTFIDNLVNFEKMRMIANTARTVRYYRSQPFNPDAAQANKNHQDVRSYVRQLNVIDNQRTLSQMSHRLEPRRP
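Readout is BODIPY fluorescence (480 nm excitation, 540 nm emission), which falls as labeled GDP is exchanged off Rap1B. EPAC2 at 100 nM acted on 250 nM RAP1B-BODIPY-GDP with 50 uM GDP present.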
Nrf2 inh: blocks Nrf2 signaling | A549 ARE-Fluc reporter, luciferase luminescence, 18-24 h | Potency, µM (titrated, usually from 46 µM), for inactives: top-dose activity change, negative = inhibition, usual class: inhibitors | AID 504444 | 2.1% of 360,000 active; note: potency is the fitted concentration of half-maximal effect; % is set by controls: 0 for no effect and ±100 for the full control effect; nearly all actives have a fitted effect of over 60% in size
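A549 ARE_Fluc cells (5000/well, 5% FBS OPTI-MEM) pre-incubated 2 h, then treated with compounds 18-24 h at 37C/5% CO2 in concentration-response. CellTiter-Fluor viability read first; BugLite luciferase luminescence after 15 min at room temperature gives Nrf2 activity.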
A549 tox: counter-screen for Nrf2 inhibitors: cytotoxicity in A549 cells | A549 ARE-Fluc cells, CellTiter-Fluor viability, 18-24 h | Potency, µM (titrated, usually from 46 µM), without a hit: at the highest dose activity change, negative = cytotoxicity, most hits filed as inhibitors | 0.16% of 390,000 active | AID 504648; note: potency is the fitted concentration of half-maximal effect; % is set by controls: 0 for no effect and ±100 for the full control effect
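A549 ARE_Fluc cells in 5% FBS OPTI-MEM were exposed to compounds in concentration-response for 18-24 h at 37 deg C. Viability was read by CellTiter-Fluor fluorescence (Ex 405/Em 525) after 30 min, before the luciferase read.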
EPAC2 antag: antagonists of human EPAC2; 0.18% of 360,000 active; Potency, µM (highest dose often 114 µM), inactives show at the highest dose activity, negative = inhibition, hits mostly inhibitors; EPAC2 GEF exchange of Rap1B-BODIPY-GDP, fluorescence; Q8WZA2; note: potency is the fitted concentration of half-maximal effect; % is set by controls: 0 for no effect and ±100 for the full control effect; nearly all actives have a fitted effect of over 45% in size; many of its hits are not listed in these tables
TGFb inhibitor: inhibitors of TGF-b signaling; Potency, µM (highest dose often 46.1 µM), inactives show at the highest dose activity, negative = inhibition, actives largely listed as inhibitors; HepG2 CAGA-GFP TGF-b/SMAD3 reporter, GFP fluorescence, 18 h; TGF-beta stimulated, 500 pg/mL final; 1.2% of 410,000 active; note: potency is the fitted concentration of half-maximal effect; % is set by controls: 0 for no effect and ±100 for the full control effect; nearly all actives have a fitted effect of over 65% in size
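GFP signal (ex488/em500-530) from TGF-beta-stimulated HEPG2 CAGA-GFP cells, 500 pg/mL final, 18 h at 37 degrees C in DMEM plus 1% FBS, normalized to unstimulated and DMSO-stimulated controls.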
* hit, by the source's call; i = inactive; ? = inconclusive; · = no result given; & = joins results of further samples; [ ] = another dose, or the depositor's remark. Unless noted, calls come from the whole dose curve; as a rule, active = well fitted curve in the direction sought with a large enough effect; inconclusive = small, poorly fitted or top-dose-only effect, or another doubt; inactive = no such curve, though single readings can be large; an effect the other way counts as inactive or inconclusive. Only part of the results is shown (hit frequency here may not be typical).

Each structure is followed by: CCT chaperon mod	Nrf2 ARE act	pAkt inh	Mm-Cpn inhibitor	EPAC2 agonist	Nrf2 inh	A549 tox	EPAC2 antag	TGFb inhibitor
> Cc1cc2nc3n(c2cc1C)CC1CC(C(=O)NCCc2cccs2)N(C)C31 (centres undefined)
  1.1	1.8%	i	1%	6%	28%	14%	1%	6%
> COc1cc(OC)c(NC(=O)Nc2ccc(OC)c(OC)c2)cc1Cl
  -1.2	-0.5%	i	-2%	1%	4%	-5%	0%	5%
> COc1ccc(-c2csc3ncnc(N4CCN(S(=O)(=O)c5ccc(Cl)s5)CC4)c23)cc1
  -1.3	4.4%	i	-25%	9%	-9%	0%	1%	3%
> COc1ccc(C(C(=O)NC2CCCC2)N(C(=O)c2ccoc2C)c2cc(C)cc(C)c2)cc1 (centres undefined)
  1.3	5.2%	·	4%	-13%	?	-16%	9%	-10%
> CC(C)CNC(=O)Nc1ccc(F)c(Cl)c1
  -1.3	2.1%	i	-2%	5%	?	4%	2%	0%
> COc1ccc(NC(=O)CN2C(=O)NC3(CCCc4ccccc43)C2=O)c(OC)c1 (centres undefined)
  -0.5	1.8%	i	-1%	2%	10%	1%	-3%	3%
> CCCCN(C(=O)CSCc1ccc(C)cc1)c1c(N)n(CCC)c(=O)[nH]c1=O
  -0.7	-0.1%	i	1%	4%	0%	-10%	1%	9%
> Cc1ccc(-c2sc(-c3cccnc3)nc2CC(=O)O)cc1
  0.1	-0.1%	i	-1%	10%	1%	-1%	-1%	2%
> CC(C)(C)c1ccc(/C=N/NC(=O)C(=O)NCCCN2CCOCC2)cc1
  -7.3	-2.3%	i	0%	10%	-11%	3%	2%	0%
> Nc1[nH]c(C(=O)c2ccccc2)c(-c2ccncc2)c1C(=O)NCc1cccc2ccccc12
  -0.4	5.7%	i	·	-1%	·	·	1%	·
> CC(NC(=S)N1CCN(c2ccccc2)CC1)c1ccccc1 (centres undefined)
  -1.3	-0.5%	i	-1%	-4%	-13%	-1%	-7%	4%
> Cc1cc(F)ccc1NCc1ccncc1
  0.9	-0.5%	i	-1%	0%	3%	-5%	-8%	-3%
> CC(C)C(NS(=O)(=O)c1cccc2nsnc12)C(=O)NCc1ccc2c(c1)OCO2 (centres undefined)
  -4.6	0.2%	i	0%	12%	-1%	0%	5%	-25%
> O=C(NCCCN1CCCC1)c1ccc2c(Cl)c3c(nc2c1)CCCC3
  -1.6	22%	i	-5%	3%	-20%	?	-10%	?
> COc1ccc(CNC(=O)COC(=O)c2cccc(S(=O)(=O)N3CCOCC3)c2)cc1
  -1.5	0.9%	i	0%	1%	23%	14%	29%	-2%
> CCNc1ncnc2c1cnn2C1CCCCO1 (centres undefined)
  -2.8	0.4%	i	·	0%	11%	6%	4%	7%
> COc1ccccc1N1C(=O)[C@@H]2[C@H](C1=O)[C@H](C(=O)c1ccc(OC(C)=O)cc1)N1N=CC=C[C@@H]21
  -1.8	6.2%	i	-1%	4%	1%	-8%	3%	0%
> CCCN1Cc2cccc(C(=O)N3CCN(c4ccc(F)cc4)CC3)c2C1=O
  -2.5	0.3%	i	-4%	6%	-26%	-8%	3%	0%
> CCC(C)(C)NC(=O)C(c1cccn1C)N(C(=O)Cn1nnc2ccccc21)c1ccc(OC)cc1 (centres undefined)
  -1.6	0.6%	i	0%	-5%	0%	-7%	-2%	-32%
> COc1ccc(CNC(=O)c2noc(C)c2[N+](=O)[O-])cc1
  -0.4	5.2%	i	4%	1%	3%	1%	11%	?
> Cc1cn([C@H]2C[C@H](O)[C@@H](CCC(=O)NCCCc3ccccc3)O2)c(=O)[nH]c1=O
  1.0	0.6%	i	·	9%	·	·	0%	5%
> CC1CCCC(NC(=O)COC(=O)c2ccccc2Sc2ccccc2C#N)C1C (centres undefined)
  -7.0	-0.5%	i	-1%	-1%	-7%	-1%	1%	-9%
> COc1cc(CN2CCN(S(=O)(=O)c3ccc(NC(C)=O)cc3)CC2)cc(OC)c1O
  -0.8	0.1%	i	1%	13%	?	0%	0%	3%
> CCCCNC(=O)c1ccc(NS(=O)(=O)c2ccc3[nH]c(=O)[nH]c3c2)cc1
  -0.8	-0.3%	i	2%	-1%	11%	-4%	7%	3%
> Cc1[nH]n2c(=O)cc(C(C)(C)C)nc2c1-c1ccccc1
  2.0	-0.9%	i	1%	-3%	7.3µM*	-24%	1%	-2%
> COc1ccc(-c2cccc(NS(=O)(=O)c3cc([N+](=O)[O-])ccc3C)c2)nn1
  -4.6	-0.6%	i	0%	-2%	-24%	0%	-6%	-12%
> O=C(Cn1cnc([N+](=O)[O-])n1)N/N=C/c1cccc2ccccc12
  -3.4	-0.1%	i	1%	-7%	?	1%	-2%	-13%
> CCOC(=O)c1sc2ncn(CC(=O)Nc3ccc(OCC)cc3)c(=O)c2c1C
  ·	0.1%	·	·	·	-6%[9.27 µM]	-2%	·	-2%
> CC(C)NC(=O)c1ccc(NC(=O)CC2SC(N3CCCCC3)=NC2=O)cc1 (centres undefined)
  -1.0	-0.8%	i	0%	1%	1%	2%	-1%	-2%
> Cc1cccc2cc3c(NC(=O)C(C)C)nn(C)c3nc12
  -14	2.1%	i	3%	-6%	0%	1%	16%	12%
> COc1ccc(-c2ocnc2C(=O)N2CCN(C(c3ccccc3)c3ccccc3)CC2)cc1
  1.1	-0.1%	i	-2%	5%	-29%	0%	2%	?
> Cc1ccc(C(O)Cn2cc([N+](=O)[O-])nc2C)cc1 (centres undefined)
  -0.6	-0.2%	i	0%	7%	3%	2%	-1%	5%
> Cc1ccc(S(=O)(=O)N(CCc2ccccc2)CC(=O)Nc2ccc(Br)cc2)cc1
  ·	3.5%	·	·	·	?	-19%	·	?
> CCN1/C(=C\c2ccc3ccccc3[n+]2CC)Sc2cc(C)ccc21
  -1.2	-4.7%	i	-6%	4%	?	23µM*	-15%	148%[activator]
> O=C(c1cccc([N+](=O)[O-])c1)N(c1ccccn1)c1ccccn1
  -2.6	-0.7%	i	0%	4%	-3%	4%	0%	17%
> COc1ccccc1NC(=O)C(=O)Nc1ccc2c(c1)N(C(=O)C1CC1)CCC2
  -2.4	5.6%	i	1%	7%	8%	0%	-1%	3%
> Cc1cn2c(=O)cc(COc3ccccc3NC(=O)c3ccc(C(C)(C)C)cc3)nc2s1
  ·	0.0%	·	·	·	5%	9%	·	-14%
> COC(=O)Cc1cc(=O)n2[nH]c(C)c(-c3ccccc3)c2n1
  -6.9	-0.5%	i	-3%	1%	6%	-1%	8%[57.1 µM]	5%
> CCCCNC(=O)CSc1nc2cc3c(cc2c(=O)n1CCCC(=O)NCCc1ccc(OC)c(OC)c1)OCO3
  -0.6	-0.5%&-0.4%	i	-1%	-9%	28%	2%&0%	26%	-6%&-1%
> CCCCCCCC(=O)N/N=C/c1cccnc1
  1.1	-0.3%	i	-1%	-3%	-28%	2%	-4%	0%
> COc1cccc(-n2c(SCC(=O)Nc3cc(C)on3)nc3ccccc3c2=O)c1
  0.0	0.3%	i	1%	8%	4%	-9%	0%	1%
> COc1cc(OC)c(NC(=O)CCNC(=O)Cn2ccc3ccccc3c2=O)cc1Cl
  0.9	-0.4%	i	0%	6%	17%	1%	8%	-11%
> CC(C)CCNC(=O)CCn1nc(-c2ccccc2)ccc1=O
  -0.9	-0.6%	i	0%	-2%	-6%	-4%	-3%	1%
> CCOc1ccc(NC(=O)CN(C)C(=O)CCNC(=O)c2ccccc2Cl)cc1OCC
  -44*	-0.4%	i	-3%	4%	6%	0%	12%	9%
> COc1ccccc1N1CCN(Cc2nc3ccsc3c(=O)[nH]2)CC1
  1.6	0.2%	i	0%	6%	-2%	-1%	8%	-6%
> COc1ccc(CC(=O)NCc2ccccc2F)cc1S(=O)(=O)N1CCOCC1
  -2.3	-0.2%	i	·	11%	·	·	-5%	-1%
> CCN(CC)S(=O)(=O)c1ccc(C)c(NC(=O)COc2ccc3c(C)cc(=O)oc3c2)c1
  -1.3	-0.4%	i	3%	-8%	12%	-4%	4%	-9%
> Cc1cc(Cl)ccc1NC(=O)COC(=O)c1nc2nccc(C)n2n1
  -0.7	0.0%	i	-1%	10%	-11%	2%	10%	-19%
> O=C(Nc1ncc(Cc2ccc(Cl)cc2)s1)c1ccc2c(c1)CC(c1ccccc1)OC2=O (centres undefined)
  ·	-0.1%	·	·	·	5%	-12%	·	3%
> C=CC[C@@H](CC(=O)N[C@@H](CO)Cc1ccccc1)C(=O)N[C@@H](COC(=O)[C@H](CC=C)CC(=O)OC(C)(C)C)Cc1c[nH]c2ccccc12
  0.3	-0.2%	i	0%	-12%	?	?	-7%	?
> CCn1c(C)c(C(C)=O)c(SC)nc1=S
  -2.2	-0.5%	i	1%	0%	·	7%	6%	-5%
> CCN(Cc1ccccc1)Cc1ccc(OCc2ccccc2)c(OC)c1
  -0.4	3.0%	i	-3%	19%	?	0%	-7%	-23%
> Cc1ccc(S(=O)(=O)NC(=O)N2CCCN(Cc3ccc(F)cc3)CC2)cc1
  0.0	-0.9%	i	-2%	3%	-2%	-7%	12%	0%
> CC(NC(=O)NC12CC3CC(CC(C3)C1)C2)c1ccc2c(c1)OCO2 (centres undefined)
  -3.2	-0.1%	i	2%	15%	-2%	0%	0%	-10%
> COc1cc(C(F)(F)F)nc2c(Br)c(C(C)(C)C)nn12
  -2.6	-0.2%	i	-19%	-2%	-12%	-1%	-11%	-20%
